# Compound activity (PubChem BioAssay)
# SIAH1 antagonists = Siah-1 peptide-binding antagonists, primary screen, biochemical, fluorescence polarization, rhodamine-plectin, uHTS (AID 1817) | displacement, % at 20 µM; hits with a dose series show IC50 in µM | Siah-1 / rhodamine-plectin peptide fluorescence polarization; higher % means a stronger effect | hit rate 0.02% among 290,000 | E3 ubiquitin-protein ligase SIAH1 (Homo sapiens);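 active means displacement of at least 50% at 20 µM, with a fluorescence ratio check between 0.3 and a set limit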;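 further: plate controls were Siah plus tracer with DMSO for no effect and tracer alone without Siah for full effect; strong numbers were not always called active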
# Salmonella PhoP GFP = inhibitors of PhoP regulon expression, primary screen, Salmonella Typhimurium, GFP reporter (AID 1863). inhibition, % at 50 µM; hits with a dose series show IC50 in µM. hit rate 0.16% among 300,000. S. Typhimurium PhoP-regulated promoter GFP reporter, 4 h; higher % means a stronger effect;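 active means inhibition over 29.93%, a cutoff 3 SD above the screen mean, later confirmed by dose response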;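 further: 0% = low Mg2+ inducing control and 100% = high Mg2+ repressing control; strong numbers were not always called active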
# Myeloid diff MLP = induction of myeloid progenitor differentiation, primary screen, cell-based, flow cytometry, MLPCN library | ER-HoxA9 myeloid progenitors, lysozyme-GFP differentiation | hit rate 1% among 360,000 | AID 624256, 2012 | calls only at 10 µM;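 active means normalized GFP-positive differentiation at or above the plate's own cutoff, the solvent-only control mean plus 3 SD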;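 further: cells exposed to compound for four days before flow analysis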
# KOR beta-arrestin-1 = KOR antagonists, beta-arrestin recruitment, cell-based, luminescence, uHTS (AID 1778) | Kappa-type opioid receptor (Homo sapiens) | KOR beta-arrestin recruitment, luminescence, antagonist mode; higher % means a stronger effect | inhibition, % at 10 µM; hits with a dose series show IC50 in µM | hit rate 0.091% among 290,000; further: strong numbers were not always called active
# KOR beta-arrestin-2 = KOR agonists, beta-arrestin recruitment, primary screen, cell-based, luminescence, uHTS (AID 1777); activation, % at 10 µM; hits with a dose series show EC50 in µM; KOR beta-arrestin recruitment, luminescence; higher % means a stronger effect; Kappa-type opioid receptor (Homo sapiens); hit rate 0.02% among 280,000; in the data active means activation above about 50%, passing the limit was not always enough; further: a part of the inactive calls stands beside numbers as strong as those of hits
# NOD2 inhibition = NOD2 signaling inhibitors, cell-based, luminescence, uHTS, HEK293 (AID 1566); HEK293 NOD2/NF-kB luciferase reporter, luminescence; higher % means a stronger effect; one-dose inhibition, % at 4 µM; EC50 in µM for titrated hits; hit rate 0.63% among 290,000; further: many of its hits are not listed in these tables
# LYP inhibition = inhibitors of LYP phosphatase, biochemical, fluorescence intensity, uHTS (AID 1779); Tyrosine-protein phosphatase non-receptor type 22 (Homo sapiens); recombinant LYP phosphatase, fluorescence intensity; higher % means a stronger effect; hit rate 0.054% among 290,000; inhibition, % at 11.5 µM; hits with a dose series show IC50 in µM;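 further: plate controls were vehicle with enzyme for no effect and no enzyme for full effect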
# NOD1 inhibition = NOD1 signaling inhibitors, primary screen, cell-based, luminescence, uHTS (AID 1578) | inhibition, % at 4 µM, or EC50 in µM where a hit was titrated | hit rate 1% among 290,000 | NOD1-driven NF-kB luciferase reporter cells, luminescence; higher % means a stronger effect; in the data active means inhibition mostly above about 36%, no sharp cut-off; inactive means mostly below about 34%;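 further: HEK-293T reporter cells stimulated with the NOD1 agonist gamma-tri-DAP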
# HIV fusion peptide = inhibitors of HIV fusion peptide binding, primary screen, biochemical, uHTS, fluorescence dequenching (AID 1986). cell-free peptide binding, fluorescence dequenching, 30 min; higher % means a stronger effect. one-dose inhibition, % at 20 µM; IC50 in µM for titrated hits. hit rate 0.3% among 290,000; in the data active means inhibition mostly above about 52%, no sharp cut-off; inactive means mostly below about 76%; further: some results filed as inactive read as strong as hits
# Myeloid diff MLP GFP+ MAC1+ % = recorded beside Myeloid diff MLP, whose call it bears; GFP+ MAC1+ double positive, %; measured here: differentiation confirmed by MAC1 staining
# Starred values were filed as active, the others as inactive; i = inactive; . = not tested or not shown; + = active, no number; [ ] = remark or other dose. Unless noted, no stated cut-off is given here; in the data, active means inhibition above about 50%; inactive means the rest. A portion of the library. The share of hits here may be higher or lower than overall.
SMILES,SIAH1 antagonists,Salmonella PhoP GFP,Myeloid diff MLP,Myeloid diff MLP GFP+ MAC1+ %,KOR beta-arrestin-1,KOR beta-arrestin-2,NOD2 inhibition,LYP inhibition,NOD1 inhibition,HIV fusion peptide
O=C(NCCCN1CCOCC1)C(=O)N/N=C/c1c2ccccc2cc2ccccc12,3%,-3%,i,1.4,-10%,6.9%,7%,-7%,20%,-1.9%
COC(=O)C(C)Sc1nnc(Cc2cc(=O)[nH]c(=O)[nH]2)n1-c1cccc(OC)c1 (stereo not drawn),5%,6%,i,3.0,19%,2.1%,2%,-1%,-5%,0.7%
Cc1ccc(S(=O)(=O)N(C)C)cc1NC(=O)C(C)Sc1ccccc1 (stereo not drawn),1%,6%,i,0.5,-22%,5.1%,9%,0%,-41%,-1.6%
COc1ccc(/C(O)=C2/C(=O)C(=O)N(CCCN3CCOCC3)C2c2ccc(C(C)C)cc2)cc1 (stereo not drawn),1%,5%,i,1.1,-52%[20 µM],0.0%,12%,-4%,-9%,-0.6%
Cc1cc2ccccc2n1CCNC(=O)C1CC1,10%,.,i,4.2,-12%[20 µM],-6.3%,9%,-10%,0%,8.1%
N#Cc1c(NC(=O)CSc2nnnn2C2CCCC2)sc2c1CCCC2,-7%,2%,i,2.1,-96%,9.3%,10%,-1%,45%,-0.4%
C(=C\c1ccc(/C=C/c2ccccc2)nn1)/c1ccccc1,-1%,-4%,.,.,14%,1.3%,5%,-1%,-1%,-0.5%
O=C(NC(=S)Nc1ccc(N2CCOCC2)cc1)c1cccs1,-3%,-6%,i,0.2,-10%,3.6%,-63%,9%,-60%,-1.2%
CN(CC(=O)O)S(=O)(=O)c1ccc(F)cc1,19%,-4%,i,5.4,2%,-4.3%,2%,-6%,-11%,5.3%
O=C(N/N=C/c1ccccc1F)c1cccc(NC(=O)c2ccccc2Cl)c1,3%,-7%,i,0.9,-7%,1.6%,11%,-2%,-43%,-0.5%
CN(C)CCCSc1nc2ccccc2s1,-6%,7%,i,0.1,-40%,5.0%,-17%,-13%,-2%,-0.2%
COC(=O)c1cc(Br)c(N)cc1OC,1%,7%,i,0.4,6%,1.4%,2%,-8%,-46%,-0.3%
Cc1ccc(C(C(=O)NCc2ccco2)N(C(=O)CNC(=O)c2cccs2)c2c(C)cc(C)cc2C)cc1 (stereo not drawn),-5%,-1%,i,1.3,5%,-3.9%,-9%,-4%,-33%,-1.4%
COc1ccc(/C=N/NC(=O)c2cccnc2)c(C(=O)O)c1OC,-6%,-5%,i,0.8,-12%,5.1%,14%,-2%,0%,-1.0%
CCCCCCn1c(-c2cccs2)n[nH]c1=S,9%,0%,i,0.3,6%,-7.4%,14%,-2%,-10%,1.3%
CCCSC1C(C)=C(C)C(=O)N1Cc1ccccc1 (stereo not drawn),-4%,-2%,i,0.6,-28%,0.7%,-2%,-8%,12%,0.3%
Cc1cccn2cc(-c3ccc(NC(=O)Cc4ccccc4)cc3)nc12,6%,-7%,i,0.6,-22%,-2.6%,2%,0%,-7%,6.0%
COc1ccc(Cn2nnnc2C(c2cc3ccc(OC)cc3[nH]c2=O)N2CCCCCC2)cc1 (stereo not drawn),5%,-5%,i,14,-18%,2.0%,-5%,-7%,0%,-2.1%
Cc1ccc(N2CCN(/N=C/c3c(C)nn(-c4ccccc4)c3Cl)CC2)cc1,5%,-1%,i,0.7,-15%,3.8%,4%,-3%,-28%,1.5%
CC(O)CCc1ccc(O)cc1 (stereo not drawn),4%,-8%,i,0.5,1%,-2.5%,-8%,-3%,-36%,-1.8%
C=CCN(C(=O)c1csnn1)C(C(=O)NC1CCCC1)c1ccc(Cl)cc1 (stereo not drawn),1%,0%,i,0.7,24%,-2.3%,8%,-3%,-21%,0.5%
O=C(SCC(O)C(O)CS)c1cccs1 (stereo not drawn),-1%,0%,i,1.4,-3%,2.0%,-15%,0%,-8%,1.1%
Cn1c(C2=C(O)CN(c3ccccc3)C2=N)nc2ccccc21,-5%,3%,i,0.1,37%,0.1%,-5%,-2%,-22%,2.3%
O=C(Nc1ccccc1F)c1ccc(Cn2cc(Cl)cn2)cc1,-4%,-1%,i,0.1,-49%[20 µM],.,-33%,-7%,-1%,0.9%
Cc1sc2ncnc(SCC(=O)N3c4ccccc4Sc4ccc(Cl)cc43)c2c1C,4%,14%,i,0.3,24%,-1.3%,9%,4%,-16%,-1.4%
CCC(=O)n1nc(-c2ccco2)nc1SCc1ccccc1,-3%,-9%,i,1.0,22%,0.4%,-21%,0%,-34%,18%
Cc1cc2nc(N3C(=O)CNC3=S)sc2cc1C,8%,7%,i,0.2,8.6µM*,-10%,-237%,-6%,-38%,7.2%
COc1ccc(-c2nc3nc(C)cc(=O)n3[nH]2)cc1,-1%,-15%,i,1.2,3%,2.8%,11%,-11%,-11%,-0.3%
CCCN1CCN(CCCNC(=O)C2CCN(c3nnc(-n4cccc4)s3)CC2)CC1,-3%,4%,i,0.9,-5%,0.8%,5%,-1%,-19%,-0.8%
COc1ccc(CNC(=O)CCC(=O)Nc2nnc(C(F)(F)F)s2)cc1,1%,-9%,i,1.0,-6%,10%,-5%,-6%,-24%,2.3%
OC(CN1CCN(c2ccccn2)CC1)Cn1c2ccc(Cl)cc2c2cc(Cl)ccc21 (stereo not drawn),-4%,-9%,i,1.6,-47%,-0.6%,-18%,0%,3%,-1.5%
COC(=O)C1=C(N)Oc2cc(C)[nH]c(=O)c2C1c1cc(OC)c(OC)c(OC)c1 (stereo not drawn),6%,10%,i,0.5,-22%,-1.5%,5%,-8%,-34%,-1.0%
Cc1ccc(-n2nc3c(=S)[nH]nc(C)c3c2C)cc1,7%,-6%,.,.,-5%,-2.1%,11%,-1%,-15%,2.4%
O=C(NC1CCCCC1)c1cc(-c2ccccn2)nc2ccccc12,4%,-2%,i,0.3,-2%,0.2%,10%,-4%,-32%,-1.4%
Cc1onc(-c2c(Cl)cccc2Cl)c1C(=O)N=C(N)N1CCCC1,0%,0%,i,0.6,-6%,0.7%,6%,-8%,-9%,0.5%
COCC(=O)N1CCC(Oc2ccc(C(=O)N3CCN(C)C[C@@H]3C(C)C)cc2)CC1,2%,.,i,0.0,5%,0.8%,16%,-4%,17%,0.3%
COc1ccc(C(=O)NNC(=O)c2cc3cccc(OC)c3oc2=O)cc1,0%,-11%,i,0.6,24%,-7.3%,-3%,-7%,-42%,0.3%
O=c1c2ccccc2nc2c3ccccc3c(NCCN3CCOCC3)nn12,-6%,-8%,.,.,3%,-2.4%,-26%,-8%,10%,0.5%
O=C(NCC1CCCO1)c1ccccc1S(=O)(=O)c1ccc([N+](=O)[O-])cc1 (stereo not drawn),5%,-2%,+,1.4*,-24%,0.8%,6%,-9%,-32%,0.7%
COC(=O)c1cc(-c2c(C)nn(-c3ccccc3)c2C)n[nH]1,1%,4%,i,0.8,16%,0.5%,-6%,1%,.,-1.5%
Cc1cccc(CCNC(=O)C2CCN(S(=O)(=O)c3cccc4nsnc34)CC2)c1,3%,1%,i,2.2,18%,-2.4%,14%,-2%,-2%,1.6%
CC(=O)Oc1ccccc1N(C(C)=O)S(=O)(=O)c1cccc([N+](=O)[O-])c1,-5%,4%,i,0.3,-18%[20 µM],.,11%,-6%,-18%,0.1%
CCN(CC)C(=O)CSc1nnc(-c2ccccc2)n1N,-4%,-1%,i,0.6,3%,-1.8%,-24%,4%,-36%,17%
O=C(Nc1nccs1)c1ccc(N2C(=O)[C@@H]3[C@H](C2=O)[C@H]2C=C[C@@H]3C2)cc1,12%,-12%,i,0.2,6%,1.3%,-28%,-2%,1%,-1.1%
O=C(CCCCCN1C(=O)c2cccc3cccc(c23)C1=O)NCc1ccco1,-8%,-11%,i,0.2,-11%,1.1%,-23%,-8%,2%,0.5%
O=C(CS(=O)(=O)c1c[nH]c2ccccc12)N1CCc2ccccc21,2%,-3%,i,1.9,1%,-0.5%,-16%,-4%,-13%,0.7%
O=C(Cc1ccc(Cl)c(Cl)c1)Nc1cccc2ncccc12,-2%,4%,i,0.9,-28%,-0.4%,5%,3%,22%,5.7%
COCCN(C(=O)CCC(=O)Nc1cccnc1)C(C(=O)NC1CCCCC1)c1ccccc1 (stereo not drawn),1%,-1%,i,0.7,-2%,.,16%,2%,-4%,2.0%
COc1ccc(NC(=O)N2CCC(O)(c3cccnc3)CC2)c(OC)c1,-8%,8%,i,0.8,-77%,2.6%,-12%,-9%,16%,-1.2%
CC(C)c1nnc(NC(=O)CSc2ccccc2)s1,-4%,-3%,i,1.1,14%,2.4%,-3%,-4%,-8%,0.5%

# Arranged by count of non-hydrogen atoms (smallest number first): some entries from above
SMILES,SIAH1 antagonists,Salmonella PhoP GFP,Myeloid diff MLP,Myeloid diff MLP GFP+ MAC1+ %,KOR beta-arrestin-1,KOR beta-arrestin-2,NOD2 inhibition,LYP inhibition,NOD1 inhibition,HIV fusion peptide
CC(C)c1nnc(NC(=O)CSc2ccccc2)s1,-4%,-3%,i,1.1,14%,2.4%,-3%,-4%,-8%,0.5%
O=C(Cc1ccc(Cl)c(Cl)c1)Nc1cccc2ncccc12,-2%,4%,i,0.9,-28%,-0.4%,5%,3%,22%,5.7%
O=C(Nc1nccs1)c1ccc(N2C(=O)[C@@H]3[C@H](C2=O)[C@H]2C=C[C@@H]3C2)cc1,12%,-12%,i,0.2,6%,1.3%,-28%,-2%,1%,-1.1%
O=C(CCCCCN1C(=O)c2cccc3cccc(c23)C1=O)NCc1ccco1,-8%,-11%,i,0.2,-11%,1.1%,-23%,-8%,2%,0.5%
Cc1cccc(CCNC(=O)C2CCN(S(=O)(=O)c3cccc4nsnc34)CC2)c1,3%,1%,i,2.2,18%,-2.4%,14%,-2%,-2%,1.6%
COCCN(C(=O)CCC(=O)Nc1cccnc1)C(C(=O)NC1CCCCC1)c1ccccc1 (stereo not drawn),1%,-1%,i,0.7,-2%,.,16%,2%,-4%,2.0%

# (cont.)
SMILES,SIAH1 antagonists,Salmonella PhoP GFP,Myeloid diff MLP,Myeloid diff MLP GFP+ MAC1+ %,KOR beta-arrestin-1,KOR beta-arrestin-2,NOD2 inhibition,LYP inhibition,NOD1 inhibition,HIV fusion peptide
OC(COCc1ccccc1)CN1CCCCC1 (stereo not drawn),16%,-6%,i,0.4,-46%,-7.0%,19%,-10%,-9%,1.1%
COc1cc(NC(=O)C23CC4CC(C2)CC(n2cnc([N+](=O)[O-])n2)(C4)C3)cc(OC)c1,2%,-3%,i,1.7,4%,-0.4%,0%,-5%,-18%,-1.7%
COc1cccc(Nc2ncccc2C(=O)NCc2ccccc2)c1,9%,-11%,+,7.5*,21%,-7.1%,-5%,2%,-39%,11%
Cn1nnnc1SCc1ccccc1[N+](=O)[O-],2%,3%,i,0.2,21%,0.7%,13%,-4%,-5%,1.7%
COc1ccc(NC(=O)c2ccccc2NC(=O)CSc2ccccc2)cc1,3%,3%,i,1.0,-19%,1.8%,-30%,2%,-32%,2.0%
